# 697 NFkB inh: inhibitors of PMA/ionomycin-induced NF-kB reporter, 697 cells, primary screen, B-cell NF-kB inhibitor project, cell-based, luminescence, uHTS; 697 B-cell NF-kB luciferase reporter, 16 h; inhibition, % at 4 µM; 0.33% of 330,000 active; AID 435022, 2010; in the data active = inhibition above about 35%
# APJ antag: antagonists of human apelin receptor APJ, primary screen, CHO-K1 cells, beta-arrestin complementation, luminescence | inhibition, % at 20 µM | 0.32% of 330,000 active | AID 2521, 2010;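 active = inhibition above about 40% at 20 µM, limit read from the data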;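 also: cells challenged with 10 nM apelin-13 agonist together with compound; plate controls were apelin-13 plus DMSO wells for no effect and DMSO wells lacking apelin-13 for full effect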
# Target sequence (P35414 whole entry, looked up): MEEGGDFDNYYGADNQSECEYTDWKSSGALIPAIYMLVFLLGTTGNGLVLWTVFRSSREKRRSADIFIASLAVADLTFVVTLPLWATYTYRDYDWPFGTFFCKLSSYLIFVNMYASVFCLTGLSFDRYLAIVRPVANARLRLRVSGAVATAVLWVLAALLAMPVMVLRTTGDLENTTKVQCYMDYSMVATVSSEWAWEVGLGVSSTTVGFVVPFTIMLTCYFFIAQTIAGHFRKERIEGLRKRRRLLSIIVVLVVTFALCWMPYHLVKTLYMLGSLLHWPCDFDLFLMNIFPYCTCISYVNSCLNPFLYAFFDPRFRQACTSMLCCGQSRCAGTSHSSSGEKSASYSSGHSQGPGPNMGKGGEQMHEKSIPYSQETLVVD
# UPR XBP1 act: activators of adaptive XBP1 UPR arm, primary screen, cell-based, CHO-XBP1 luciferase reporter, luminescence, uHTS; IRE1-XBP1 UPR activation; percent of tunicamycin response, DMSO as zero; activation, % at 20 µM; 0.33% of 330,000 active;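 active = versus positive control, 20 µM dose yields 30% or more activation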;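 also: 100% = tunicamycin at 10 µg/mL and 0% = DMSO only wells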
#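 Material: CHO cell line with stable XBP1 luciferase reporter; buffer or medium: F12 medium containing 10% fetal bovine serum; compound: single point, 20 µM final compound, 1% DMSO; incubation: 6 h treatment, 37 °C; measured by: glow luminescence from Steady-Glo reagent; evaluation: activation, % of tunicamycin; control set: tunicamycin high, DMSO low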
# APJ agonist: agonists of human apelin receptor APJ, primary screen, CHO-K1 cells, PathHunter beta-arrestin, luminescence; P35414; 0% DMSO wells, 100% apelin; activation, % at 20 µM; 0.11% of 330,000 active; AID 2520, 2010;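 active = activation more than six SD over the plate average, tested at 20 µM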;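 also: 0% = DMSO alone and 100% = apelin-13 at 10 nM; some results filed as inactive read as strong as hits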
#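 Test system: CHO-K1 APJ beta-arrestin complementation cell line. Amount: cell density 1000 per well. Controls: DMSO negative, 10 nM Apelin-13 positive. Signal: luminescent beta-gal fragment complementation, chemiluminescent substrate. Read-out basis: agonist-driven arrestin binding to APJ. Timing: compound stimulation 90 min at 25 °C, detection 60 min.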
# Mdm2 MdmX PPI: inhibitors of human Mdm2-MdmX association, primary screen, cell-based, luminescence, split luciferase, SaOS-2, uHTS. Protein Mdm4 (Homo sapiens) + E3 ubiquitin-protein ligase Mdm2 (Homo sapiens), …. SaOS-2 split-luciferase Mdm2/MdmX complementation. inhibition, % at 8 µM. 3% of 330,000 active;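 active = inhibition of at least 50% at 8 µM in the primary screen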
# UPR CHOP act: activators of apoptotic CHOP UPR arm, primary screen, cell-based, CHO-CHOP luciferase reporter, luminescence, uHTS; UPR activation; percent of tunicamycin response over DMSO baseline; activation, % at 10 µM; 0.34% of 330,000 active; AID 449763, 2010;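 active = at 10 µM dose, activation of 40% or more, normalized to positive control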;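 also: 100% = tunicamycin at 10 µg/mL and 0% = DMSO alone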
#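 System: CHO CHOP reporter cells. Amount: 500 cells per well. Buffer or medium: F12 medium, 10% FBS. Compound dosing: one dose, 10 µM in 0.5% DMSO. Incubation: 6 h compound exposure at 37 °C after overnight seeding. Technique: Steady-Glo luciferase luminescence. Benchmarks: tunicamycin and DMSO controls.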
# tim23-1 inh: growth inhibitors of tim23-1 mutant yeast, primary screen, luminescence, uHTS; S. cerevisiae tim23-1 growth, BacTiter-Glo luminescence, 24 h; inhibition, % at 20 µM; 1.3% of 330,000 active;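 active = growth inhibition of the mutant yeast at or above 50%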;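 also: temperature-sensitive mutant grown at 25 °C; plate controls were DMSO-treated mutant yeast for no effect and medium wells lacking yeast for full effect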
# Jurkat NFkB inh: inhibitors of induced NF-kB luciferase reporter, primary screen, TCR NF-kB activation inhibitor project, cell-based, luminescence, uHTS; Jurkat, PMA/ionomycin-induced NF-kB luciferase reporter; inhibition, % at 4 µM; 0.53% of 330,000 active; AID 435003, 2010; in the data active = inhibition above about 50%
# * = called active by the depositor; · = no result given. No enrichment for hits. About 5% of those tested had a hit in this group.
SMILES,697 NFkB inh,APJ antag,UPR XBP1 act,APJ agonist,Mdm2 MdmX PPI,UPR CHOP act,tim23-1 inh,Jurkat NFkB inh
COc1cccc(NC(=S)N2CCCC2c2ccc(OC)c(OC)c2)c1 (centres undefined),-9,12,1,-7,-16,3.7,18,-11
Cc1ccc(Sc2ccc(C(=O)N3CCOCC3)cc2[N+](=O)[O-])cc1,-10,9,13,-2,11,0.1,45,7
C(=N\Nc1nc(-c2cccnc2)nc2ccccc12)/c1ccccc1,-25,0,1,6,8,4.6,27,-16
CCC(/C=C1\Sc2ccc(OC)cc2N1CCO)=C\c1sc2ccc(OC)cc2[n+]1CCO,2,-33,-3,-2,72*,-4.9,64*,-1
CC(C)(C)c1cnnn1-c1ccc(-c2csc(N)n2)cc1,-30,-10,0,-2,5,0.0,27,-29
O=c1cc(CSc2nnnn2-c2ccccc2)nc(Nc2ccc(F)cc2)[nH]1,-13,-3,4,-2,-11,-1.0,1,-16
COC(=O)c1cc2ccsc2n1CC(=O)N1CCCc2ccccc21,4,20,-4,-4,15,-2.6,37,-4
CCOc1cc(N2CCOCC2)c(OCC)cc1NC(=O)COC(=O)CCOc1cc(C)ccc1C,9,4,-4,5,21,2.3,34,21
Cc1ccc(C(=O)NCc2ccc(F)cc2)s1,11,-8,3,4,-9,4.0,-7,-9
CCOc1ccc(-c2nnc(NC(=O)C3CCCC3)o2)cc1,-20,19,1,1,20,5.6,9,-16
Cc1ccc(Cl)cc1NS(=O)(=O)Cc1ccccc1,-1,2,-4,2,9,0.6,30,-4
COC(=O)c1sc(-c2ccccc2)cc1NC(=O)c1ccc(OC)cc1,-2,7,6,-5,75*,0.2,-3,-18

# Random excerpt: 6 compounds from above
SMILES,697 NFkB inh,APJ antag,UPR XBP1 act,APJ agonist,Mdm2 MdmX PPI,UPR CHOP act,tim23-1 inh,Jurkat NFkB inh
CCOc1cc(N2CCOCC2)c(OCC)cc1NC(=O)COC(=O)CCOc1cc(C)ccc1C,9,4,-4,5,21,2.3,34,21
Cc1ccc(C(=O)NCc2ccc(F)cc2)s1,11,-8,3,4,-9,4.0,-7,-9
Cc1ccc(Sc2ccc(C(=O)N3CCOCC3)cc2[N+](=O)[O-])cc1,-10,9,13,-2,11,0.1,45,7
CCOc1ccc(-c2nnc(NC(=O)C3CCCC3)o2)cc1,-20,19,1,1,20,5.6,9,-16
C(=N\Nc1nc(-c2cccnc2)nc2ccccc12)/c1ccccc1,-25,0,1,6,8,4.6,27,-16
CCC(/C=C1\Sc2ccc(OC)cc2N1CCO)=C\c1sc2ccc(OC)cc2[n+]1CCO,2,-33,-3,-2,72*,-4.9,64*,-1

# Other structures.
SMILES,697 NFkB inh,APJ antag,UPR XBP1 act,APJ agonist,Mdm2 MdmX PPI,UPR CHOP act,tim23-1 inh,Jurkat NFkB inh
COc1ccc(/C=N/NC(=O)c2cccc(Br)c2)cc1Cn1cc(Cl)cn1,6,-4,-1,-1,60*,-2.2,-2,26
NS(=O)(=O)c1ccc(CCNC(=O)C2CCCO2)cc1 (centres undefined),0,14,-5,-1,16,-1.1,-7,2
CCn1c(=O)n(CC(=O)Nc2cccc(OC)c2)c(=O)c2ccccc21,4,13,4,1,13,0.9,-2,11
CC(=O)Nc1ccc2nc(NC(=O)CS(=O)(=O)c3ccccc3)sc2c1,8,7,0,-4,10,1.2,4,2
Cc1nccn1CC(=O)N/N=C/c1cc(Br)cs1,-42,14,1,2,-14,1.4,8,-26
Cc1ccc(/C=C(\NC(=O)c2ccccc2)C(=O)NC2CCN(Cc3ccccc3)CC2)o1,-12,11,-1,-4,15,1.3,-3,-17
CCOC(=O)c1cnn(C)c1NC(=O)c1ccc([N+](=O)[O-])cc1,-14,6,-3,-1,13,0.2,9,9
Cc1ccc(C)c(NC(=O)COc2coc(CN3CCc4ccccc4C3)cc2=O)c1,2,17,-2,16,24,1.0,2,13
Cc1cc2cc(CNC(=O)c3ccc(Br)o3)ccc2n1C,-10,-1,-2,1,10,-1.1,1,5
CCC(C)N(C(=O)CSc1nc(C)nc2ccccc12)C1CCS(=O)(=O)C1 (centres undefined),26,5,1,0,0,0.1,20,0
COc1ccc(CNC(=O)c2ccc(C(C)(C)C)cc2)cc1,-93,6,2,-2,-87,6.2,12,-71
COC(=O)C1=C(C)NC(=O)NC1c1ccc(-c2ccc(Cl)cc2)o1 (centres undefined),-6,-2,-1,-3,38,-1.4,1,13
CN(CCOc1ccc(Cl)cc1)C(=O)CNS(=O)(=O)c1ccc(N(C)C)c([N+](=O)[O-])c1,20,21,-7,-7,28,0.9,0,4
Cc1ccc(Cl)cc1N1CCN(C(=O)C2(S(=O)(=O)c3ccc(Cl)cc3)CC2)CC1,4,10,0,-5,23,0.3,27,23
Cc1ccc2c(c1)-c1c(cnn1CC(=O)Nc1ccccc1N1CCN(C)CC1)CO2,4,13,0,-1,40,1.8,17,-9
O=C(c1cccc(F)c1F)N1CCCC1,-14,17,-2,-1,-5,1.1,7,-21
CC(=O)N1CC2(NC(=O)c3ccccc3N2)c2ccccc21 (centres undefined),4,13,-1,-4,9,0.7,19,-9
COc1ccc(NC(=O)N2CCN(S(C)(=O)=O)CC2)cc1OC,0,-5,0,1,-3,-2.5,0,-4
Cc1cc(-c2ccccc2)nc2cc(C(=O)N(Cc3ccccc3)Cc3ccccc3)nn12,-16,13,10,-1,51*,0.5,17,19
CCCNC(=O)CN1CCN(c2cc3ccccc3c(Cl)n2)CC1,-10,-10,-4,-3,3,-1.7,20,-2
Nc1nnc(SCC(=O)N2CCN(Cc3ccccc3)CC2)s1,-7,2,3,-1,-13,-0.4,14,-17
Cc1nc(-c2cccc3ccccc23)ccc1C(=O)O,-10,-3,0,0,4,-0.5,0,-4
C=CCC[C@@H](Cc1ccc(F)cc1)C(=O)OC[C@@H](C)NC(=O)[C@@H](CC=C)CC(=O)N[C@H](CO)Cc1ccccc1,7,0,0,-1,31,1.1,22,3
CC1CN(c2nnnn2-c2ccccc2)CC(C)O1 (centres undefined),10,-1,-4,-3,-6,-1.5,-1,0

# Part of the list above, reduced to UPR XBP1 act, UPR CHOP act and APJ agonist:
Compound | UPR XBP1 act | UPR CHOP act | APJ agonist
CC(=O)N1CC2(NC(=O)c3ccccc3N2)c2ccccc21 (centres undefined) | -1 | 0.7 | -4
Cc1nc(-c2cccc3ccccc23)ccc1C(=O)O | 0 | -0.5 | 0
COc1ccc(NC(=O)N2CCN(S(C)(=O)=O)CC2)cc1OC | 0 | -2.5 | 1

# Remaining list, next part.
SMILES,697 NFkB inh,APJ antag,UPR XBP1 act,APJ agonist,Mdm2 MdmX PPI,UPR CHOP act,tim23-1 inh,Jurkat NFkB inh
CCN(C(=O)COC(=O)c1ccc(Cl)cc1N)C1CCCCC1,6,-4,1,-2,2,1.2,19,4
O=C1CC(c2cccs2)Sc2nc3ccccc3n21 (centres undefined),-168,-7,0,0,-92,3.9,39,-98
O=C(Nc1ccc(NC(=O)c2ccc(Cl)cc2Cl)cc1)c1cccs1,24,-9,2,3,72*,-0.9,-25,-16
COc1ccc(CC(=O)Nc2nc3ccccc3[nH]2)cc1,-6,0,-1,-4,11,1.0,-4,-11
COc1cccc(N2CCN(c3ncccn3)CC2)c1,-19,6,1,-3,-1,1.2,3,-37
COc1ccc(NC(=O)C(Cc2cc(C)cc(C)c2)C(C)C(=O)O)cc1 (centres undefined),1,-1,-2,-3,3,0.9,17,-2
CCCCCc1c(C)nc(N2CCN(Cc3ccc4c(c3)OCO4)CC2)[nH]c1=O,10,8,-1,-3,15,0.8,31,0
CCc1c(C(=O)Nc2ccncc2)csc1C,-21,-1,-1,-4,-5,-1.8,0,8
C=CCn1c(SCc2ccc(C(=O)Nc3nccs3)cc2)nnc1-c1ccc(C)c(Cl)c1,11,1,5,-1,17,8.0,32,-3
Nc1c(C=C2C=CC(=O)C=C2)c(=O)nc2sc(CC(=O)N3CCCCC3)nn12,-1,21,-4,-1,-5,0.1,-4,2
CCCCCCCCCC(=O)OCC(O)CO (centres undefined),-14,12,-7,-1,-11,-1.3,35,-2
COc1ccc(S(=O)(=O)N(C)c2ccc(C(=O)N3CCCCC3)cc2)cc1,4,-2,-10,1,25,1.8,28,16
COc1ccc(OCCNS(=O)(=O)Cc2ccccc2)cc1,-8,3,-3,-3,6,-0.2,5,-1
O=C(CSc1nnc(NC(=O)c2ccccc2)s1)NC1CCCC1,-51,1,6,-4,6,-2.0,2,3
CCCCc1ccc(NC(=S)NCCc2ccc(F)cc2)cc1,-17,4,4,0,28,-0.8,20,-17
CCC(C)c1cc(S(=O)(=O)N2CCOCC2)ccc1OC (centres undefined),-19,-31,-6,1,4,-0.3,32,-1
CC(c1ccccc1)N1C(=O)C2C3C=CC(C4CC34)C2C1=O (centres undefined),-9,14,4,-3,-29,-2.2,26,-15
Cn1ncc(N2CCN(S(=O)(=O)c3ccc(Br)cc3)CC2)c(Cl)c1=O,-7,7,-3,1,9,-0.7,23,-5
CC1(C)CC(=O)C2=C(C1)OC(N)=C(C#N)C2c1ccsc1 (centres undefined),19,3,1,-2,4,0.0,15,4
O=C(CCSc1ccccc1)Nc1nc2c(s1)CCCC2,-21,2,3,-4,-39,1.7,23,-15
C=C(C)COc1ccc(-c2ncncc2-c2ccc(OC)cc2)c(O)c1,-4,10,4,-3,29,1.4,35,-3
COC(=O)CCC(=O)OC1(C)C(=O)C=C2C=C(C3CC3)N(C3CC3)C=C2C1=O (centres undefined),1,-76,1,19,7,2.9,5,14
COc1ccc(/C(O)=C2/C(=O)C(=O)N(c3ncccn3)C2c2ccc(C(C)(C)C)cc2)cc1 (centres undefined),7,2,-1,-2,-10,2.4,11,-23
CCc1ccc(S(=O)(=O)Nc2c(C)nn(C)c2C)cc1,-18,11,1,-4,33,-1.8,-12,14
CC(C)(C)C(=O)Nc1nnc(-c2ccccc2)c(-c2ccccc2)n1,8,14,0,2,-20,0.1,27,-1
O=C(Nc1ccc(NC(=S)NC(=O)c2cccs2)cc1)c1ccccc1,-19,13,1,-3,16,1.2,2,-3
C=C1c2cccc(OC)c2O[C@H](C(=O)OCC)[C@@H]1CC(CC)CCCC (some centres undefined),0,·,0,·,1,1.0,51*,·
COc1ccccc1OCCNC(=O)C(CCSC)NC(=O)COc1ccccc1 (centres undefined),24,17,3,-4,12,-2.3,8,2
O=C(c1ccco1)N1CCN(c2cc(C(F)(F)F)nc3ncnn23)CC1,24,20,-2,-3,3,-1.2,0,5
CC(C)NC(=O)COC(=O)c1cc(F)c(F)cc1Cl,-6,-5,2,-6,-10,1.7,10,-13
CCOCCc1nnc(NC(=O)CN2C(=O)c3ccccc3C2=O)s1,-5,9,2,-5,-16,0.5,10,-16
CCC(Oc1ccccc1)C(=O)O/N=C(\N)c1ccc(OC)c(OC)c1 (centres undefined),-2,-14,-3,1,-14,0.1,-11,2
C/C(=N\NC(=O)c1cc(C(C)(C)C)[nH]n1)C12CC3CC(CC(C3)C1)C2,-10,-9,3,-1,6,-1.0,18,-22
Cc1ccc(C(=O)NNC(=S)NC(=O)c2ccc(Cl)cc2Cl)cc1,16,20,5,-6,30,-0.1,-12,9

# Source: PubChem BioAssay (Sanford-Burnham Center for Chemical Genomics)
